LDHA inh: inhibitors of human lactate dehydrogenase A; AID 1347041; activity change, % (values are at about 110 or 230 µM); purified LDHA, NADH/diaphorase-resazurin fluorescence; active compounds read low; 480,000 tested, 0.15% active; P00338; in the data active = activity change below about -30%; inconclusive = mostly about -25% to -30%;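 note: plate controls were DMSO wells for no effect and wells without enzyme for full effect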
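Enzyme activity of human lactate dehydrogenase 5 (2 nM; 0.06 mM NADH, 0.2 mM pyruvate, 5 min, RT) is measured via a resazurin/diaphorase fluorescence readout of residual NADH.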
Pol eta inh: blocks human DNA polymerase eta activity; recombinant Pol eta, fluorescent DNA replication assay; Potency, µM (series often up to 114 µM), without a hit: top-dose activity change, negative = inhibition, usual class: inhibitors; 390,000 tested, 1.2% active; Q9Y253; note: potency is the fitted concentration of half-maximal effect
Target sequence (Q9Y253 whole entry, looked up): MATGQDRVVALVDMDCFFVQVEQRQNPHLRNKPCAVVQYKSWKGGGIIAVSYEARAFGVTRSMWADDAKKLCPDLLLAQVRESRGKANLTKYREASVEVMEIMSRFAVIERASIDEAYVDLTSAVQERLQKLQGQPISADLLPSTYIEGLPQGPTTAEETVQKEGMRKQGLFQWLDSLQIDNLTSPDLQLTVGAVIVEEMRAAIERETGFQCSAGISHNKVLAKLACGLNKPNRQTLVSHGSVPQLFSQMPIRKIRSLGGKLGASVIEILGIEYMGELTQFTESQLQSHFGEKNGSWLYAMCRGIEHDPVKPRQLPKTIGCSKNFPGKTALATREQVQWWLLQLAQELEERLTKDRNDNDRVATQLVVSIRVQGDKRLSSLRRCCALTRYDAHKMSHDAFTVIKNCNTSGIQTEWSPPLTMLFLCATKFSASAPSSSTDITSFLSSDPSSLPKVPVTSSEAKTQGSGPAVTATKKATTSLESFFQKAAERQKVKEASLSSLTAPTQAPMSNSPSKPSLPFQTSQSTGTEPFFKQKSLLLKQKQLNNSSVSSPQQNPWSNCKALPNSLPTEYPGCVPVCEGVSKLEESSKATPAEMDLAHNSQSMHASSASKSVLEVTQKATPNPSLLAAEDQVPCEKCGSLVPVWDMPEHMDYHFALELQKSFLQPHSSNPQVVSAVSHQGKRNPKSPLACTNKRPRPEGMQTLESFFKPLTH
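Pol eta at 10 nM preincubated with compounds 15 min at room temperature; reaction started with fluorescent substrate (50 nM final) and read kinetically at 0 and 10 min.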
ALOX12 inh: blocks human arachidonate 12S-lipoxygenase | purified 12hLO, xylenol orange hydroperoxide absorbance | Potency, µM (highest dose often 108 µM), for inactives: top-dose activity change, negative = inhibition, hits mostly inhibitors | 580,000 tested, 1.1% active | AID 1671190; note: potency is the fitted concentration of half-maximal effect
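Purified human 12hLO at 150 nM in 25 mM Hepes, 0.01% Triton X-100, pH 7.0, preincubated 15 min at room temperature with compound. Reaction started with 40 uM arachidonic acid, 30 min at room temperature. Hydroperoxide measured by Fe-xylenol orange, 573/405 nm absorbance ratio.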
* = called active by the depositor; u = inconclusive; & = joins results of further samples. Unless noted, calls come from the whole dose curve; as a rule, active = well fitted inhibition curve with a large enough effect; inconclusive = small, poorly fitted or top-dose-only effect, or another doubt; inactive = no such curve, though single readings can be large or run the other way. Unless noted, % is set by controls: 0 for no effect and ±100 for the full control effect. Not all compounds are listed. The share of hits here may be higher or lower than overall.

LDHA inh | Pol eta inh | ALOX12 inh | Molecule
4 | -11% | -18% | Cc1ccccc1-c1ccc2c(c1)O[C@@H](CN(C)C(=O)Nc1ccc(C(F)(F)F)cc1)[C@H](C)CN([C@@H](C)CO)S2(=O)=O
2 | -8% | -18% | CC(C)CC1NC(=O)c2cc3ccccc3cc2-n2c1nc1ccc(Cl)cc1c2=O (stereo unspecified)
4 | -9% | -32% | CN[C@H]1C[C@H]2c3[nH]c4ccc(-c5ccc(OC)cc5)cc4c3CCN2C(=O)[C@H]1[C@H](C)O
-7 | -7% | 0% | C[C@@H]1CCCCO[C@@H](CN(C)S(=O)(=O)c2ccccc2)[C@@H](C)CN([C@H](C)CO)C(=O)c2cc(NS(=O)(=O)c3ccc(F)cc3)ccc2O1
-6 | -8% | u | Cc1ccc(S(=O)(=O)N2C[C@H]3N(C(=O)OC(C)C)N(C(=O)OC(C)C)C[C@H](OC(=O)Nc4cccs4)[C@@]3(O)C2)cc1
-6 | -4% | -21% | CCn1c(SCC(=O)Nc2ccccc2)nc2c(c1=O)SCC2
-4 | -12% | 3% | O=C(COC(=O)c1cnccn1)NCc1ccccc1Cl
0 | -6% | -22% | COc1ccccc1NC(=O)Nc1ccnn1C1CCN(C(=O)C2CCOC2)CC1 (stereo unspecified)
2 | -9% | u | COc1cc(NS(=O)(=O)c2ccc(C)cc2)c2c(c1N)C(=O)c1ccccc1C2=O
1 | -13% | 4% | CN(C)CCCNC(=S)N1CCC(C(=O)c2ccc(Cl)cc2)CC1
-5 | -7% | u | COc1ccc(CCNC(=O)CSC2=NS(=O)(=O)c3cc(F)ccc3N2)cc1OC
-1 | -4% | -8% | CC(=O)Nc1ccc(NC(=O)N2CCOCC2)cc1
-13 | 3% | -3% | CN(C(=O)COC(=O)CSc1ccccc1)c1c(N)n(Cc2ccccc2)c(=O)[nH]c1=O
-10 | -17% | u | Cc1c(NC(=O)c2cccc(NC(=O)Cc3ccccc3Cl)c2)c(=O)n(-c2ccccc2)n1C
-2 | -7% | -2% | CC1=C(C(=O)N2CCOCC2)CC(CC(=O)NCCN2CCOCC2)C(=O)N1CCC1=CCCCC1 (stereo unspecified)
-3 | -25% | -14% | O=S1(=O)N[C@@H](c2ccccc2)COc2cc(Br)ccc21
-3 | -3% | 10% | COc1ccc(CN(C)C(=O)CNC(=O)c2sc3ccccc3c2Cl)c(OC)c1
1 | -4% | 15% | COc1ccc2nc(-c3ccccn3)ccc2c1
-2 | -17% | -26% | C#CCN(C[C@H]1[C@H](OC(=O)NCCCCCC)[C@H](OC(=O)NCCCCCC)C[C@@H](C(=O)OC)[C@H]1C(=O)OC)S(=O)(=O)c1ccc(C)cc1
-16 | -7% | 12% | O=C(Oc1ccccc1)N1CCCCC1
0 | -12% | 0% | O=C(C[C@H]1C(=O)N(c2ccccc2)C[C@@H]1Cc1ccccc1)Nc1ccc(Br)cc1
-3 | -14% | 0% | O=C(NCCN1CCOCC1)C1CCN(S(=O)(=O)c2ccccc2)CC1
-3 | -1% | -12% | C[C@H](CO)N1C[C@H](C)[C@@H](CN(C)C(=O)Nc2ccc(F)cc2)OCc2cnnn2CCCC1=O
-3 | -17% | -12% | C[C@@H]1CN([C@@H](C)CO)C(=O)c2cc(Br)cnc2O[C@H]1CN(C)C(=O)CN1CCOCC1
-2 | -17% | -22% | O=C(NN=Cc1ccc2c(c1)CCN2)c1cccs1
2 | 28µM* | -27% | Cc1ccc(CNC(=O)CSc2nc(=O)n3ccc(C)cc3n2)cc1
-19 | -11% | u | C[C@H](CO)N1C[C@H](C)[C@H](CN(C)Cc2cncnc2)Oc2cc(Br)ccc2S1(=O)=O
-3 | -18% | 4% | Cc1cc(=O)c2ccc(NC(=O)c3ccccc3)cc2[nH]1
-7 | -4% | -3% | COc1ccc(NC(=O)COC(=O)c2c(NC(C)=O)sc(C)c2C)cc1
0 | -16% | -10% | CCOC(=O)N(C)C[C@@H]1OCc2cnnn2CCCC(=O)N([C@@H](C)CO)C[C@@H]1C

Two records drawn at random from those above, as already listed:
LDHA inh | Pol eta inh | ALOX12 inh | Molecule
2 | -8% | -18% | CC(C)CC1NC(=O)c2cc3ccccc3cc2-n2c1nc1ccc(Cl)cc1c2=O (stereo unspecified)
-6 | -8% | u | Cc1ccc(S(=O)(=O)N2C[C@H]3N(C(=O)OC(C)C)N(C(=O)OC(C)C)C[C@H](OC(=O)Nc4cccs4)[C@@]3(O)C2)cc1

Further results follow.
LDHA inh | Pol eta inh | ALOX12 inh | Molecule
1 | -17% | 13% | COc1ccc(S(=O)(=O)N(C)C)cc1NC(=O)COc1ccc2c(c1)CCC2
1&0 | -7% | -30%&-13% | CN(CC(=O)Nc1ccc(Cl)c(Cl)c1)C(=O)c1ccccc1SCC(=O)N1CCCC1
5 | 4% | -1% | Cc1cc(C)c2c(=O)n(CC(=O)N3CCN(c4ccccc4)CC3)ccc2n1
-3 | -2% | 0% | O=C(NCCNC(=O)c1ccc(-c2cc(Cl)ccc2Cl)o1)c1cnccn1
-10 | -12% | -11% | Cn1ncc([N+](=O)[O-])c1C(=O)Nc1cc(Cl)ccc1Cl
-3 | -14% | -9% | Cc1ccc(C=Cc2ccccn2)cc1
-15 | -6% | 11% | Cc1ccc(S(=O)(=O)N(C)C[C@H]2Oc3ncc(Br)cc3C(=O)N([C@H](C)CO)C[C@@H]2C)cc1
-4 | -2% | u | C[C@@H]1CN([C@H](C)CO)S(=O)(=O)c2ccc(Br)cc2O[C@H]1CN(C)C(=O)Cc1ccccn1
6 | -1% | u | CCCNC(=O)N(C)C[C@H]1Oc2ncc(C#CCc3ccccc3)cc2C(=O)N([C@H](C)CO)C[C@H]1C
-1 | -4% | -18% | C[C@H](CO)NC(=O)c1nc[nH]c1C(=O)N[C@H](C)c1ccccc1
1 | -7% | -9% | O=C(C[C@@H]1C[C@@H]2c3cc(NS(=O)(=O)c4ccc(F)cc4)ccc3O[C@@H]2[C@H](CO)O1)N1CCc2ccccc2C1
0 | -1% | -1% | Cc1cccc(OC(=O)c2ccc3c(=O)n4c(nc3c2)CCC4)c1
0 | -15% | 11% | O=C(c1ccccc1)c1ccc(N2CCN(C(=O)c3ccc(F)cc3F)CC2)c(F)c1
-4 | -16% | 5% | C[C@H](CO)N1C[C@H](C)[C@@H](CN(C)C(=O)Nc2ccccc2F)OCc2cnnn2CCCC1=O
2 | -6% | 11% | CN(c1ccccc1)S(=O)(=O)c1ccc(C(=O)NCc2cccnc2)cc1
-10 | -16% | u | CN1CCn2cnc(C(=O)N[C@@H](Cc3ccccc3)C(=O)OC(C)(C)C)c2C1=O
-6 | -12% | -6% | COCOCCn1cc(CN2CCS(=O)(=O)N(Cc3ccc(-c4cccc(N(C)C)c4)cc3)C(CC(C)C)C2=O)nn1 (stereo unspecified)
0 | -5% | 3% | COc1ccc(CN2CCNC(=O)C2CC(=O)N(C)C2CCCCC2)cc1OC (stereo unspecified)
0 | -19% | 3% | CCOc1ccc(C(=O)N[C@H](C(=O)NC2CCCCC2)C(C)C)cc1
-4 | -24% | -10% | O[C@@H]1CN(CC2CCCCC2)[C@@H](c2ccccc2)C[C@H]1n1cc(C2CC2)nn1
-8 | -4% | -8% | C[C@H](CO)N1C[C@H](C)[C@@H](CN(C)C(=O)Nc2ccc(F)cc2)Oc2cc(Br)ccc2S1(=O)=O
-4 | -10% | -4% | CCOc1ccccc1CNC(=O)C1CCN(S(=O)(=O)N2CCC(C)CC2)CC1
0 | -18% | u | COc1ccc(S(=O)(=O)N(C)[C@H]2C[C@H]3c4cc(Oc5ccccc5C)ccc4CCN3C(=O)[C@H]2[C@H](C)O)cc1
-2 | 0% | 12% | COC(=O)C[C@H]1C[C@H]2c3cc(NC(=O)C4CCOCC4)ccc3O[C@H]2[C@H](CO)O1
-7 | -8% | -13% | CC(=NNS(=O)(=O)c1ccc(C)cc1)c1ccncc1
3 | -22% | 19% | CC(C)N1CC2(CC(c3ccccc3C(F)(F)F)=NO2)CN1C(=O)c1ccc(C(C)(C)C)cc1 (stereo unspecified)
-5 | -12% | -12% | Cc1ccc(C(=O)N[C@H](C(=O)Nc2cccc(S(=O)(=O)N3CCOCC3)c2)C(C)C)cc1
-3 | -7% | 2% | Cc1cccc(C)c1NC(=O)c1cc(S(=O)(=O)N2CCC3(CC2)OCCO3)ccc1F
0 | 2% | -11% | Cc1cc(OCC(=O)Nc2c(C(C)C)cccc2C(C)C)no1
-2 | -7% | 4% | Cc1ccccc1NC(=O)Cc1nc(COC(=O)/C=C/c2ccc(F)cc2)cs1

In the list so far, 2 have a tert-butyl group.
LDHA inh | Pol eta inh | ALOX12 inh | Molecule
-10 | -16% | u | CN1CCn2cnc(C(=O)N[C@@H](Cc3ccccc3)C(=O)OC(C)(C)C)c2C1=O
3 | -22% | 19% | CC(C)N1CC2(CC(c3ccccc3C(F)(F)F)=NO2)CN1C(=O)c1ccc(C(C)(C)C)cc1 (stereo unspecified)

Continued.
LDHA inh | Pol eta inh | ALOX12 inh | Molecule
0 | -13% | u | CC1(C)CC(=O)C=C(c2n[nH]nc2-c2ccc(F)c(F)c2)C1
-11 | 0% | 20% | COc1ccc(C(=O)N2CCN(S(=O)(=O)c3ccc4c(c3)OCCO4)CC2)cc1
0 | -20% | 16% | O=C(NC1CC1)c1ccccc1
-1 | -10% | 22% | CCN(c1ccccc1)S(=O)(=O)c1ccc(Cl)c(C(=O)Nc2ccncc2)c1
-5 | -10% | 1% | COc1ccc(OCCOC(=O)CNC(=O)c2ccc(F)cc2)cc1
-3 | -13% | -5% | CN(c1ccc(C(=O)NCC2CCCO2)cc1)S(=O)(=O)c1ccc(Cl)cc1 (stereo unspecified)
-4 | -11% | -19% | CCCCCC(=O)N1C[C@@H](O)[C@H](n2cc(-c3ccc(F)cc3)nn2)C[C@@H]1c1ccccc1
1 | -7% | 0% | COc1ccc(S(=O)(=O)N2CCCC(C(=O)N3CCN(Cc4ccccc4)CC3)C2)cc1Cl (stereo unspecified)
-8 | -9% | -5% | N#Cc1ccc(Cl)cc1NC(=O)CN1C(=O)C(=O)N(CCC2=CCCCC2)C1=O
-2 | -6% | u | CC1C(=O)N(Cc2cn(Cc3ccco3)nn2)CCS(=O)(=O)N1Cc1ccc(-c2cccc(CO)c2)cc1 (stereo unspecified)
1 | -7% | -7% | CCN(CC)S(=O)(=O)c1ccc(N2CC(C(=O)NCc3ccco3)CC2=O)cc1 (stereo unspecified)
3 | -23% | -6% | CCCCCC(=O)N1C[C@@H](n2cc(-c3ccc(F)cc3)nn2)[C@H](O)C[C@@H]1c1ccc(Cl)cc1
-12 | -20% | 0% | C[C@H]1CN([C@@H](C)CO)C(=O)c2cc(C#Cc3ccccn3)cnc2O[C@@H]1CN(C)Cc1ccccc1
-5 | 1% | -1% | O=C(NCCS(=O)(=O)N1CCN(c2ccccc2)CC1)c1cc(=O)c2ccccc2o1
3 | -12% | 5% | COc1ccc(S(=O)(=O)N2CCC(C(=O)N[C@@H](C)C(=O)NCc3cccnc3)CC2)cc1
-3 | -13% | u | O=C(c1cccs1)N1C[C@@H](n2cc(-c3ccc(F)cc3)nn2)[C@H](O)C[C@@H]1c1ccc(Cl)cc1
-11 | 6% | -2% | CCN(CC)C(=O)C1=C(C)N(CCCOC)C(=O)C(CC(=O)NCCN2CCOCC2)C1 (stereo unspecified)
-6 | -15% | -5% | COc1ccccc1S(=O)(=O)N(C)C[C@H]1OCc2cnnn2CCCC(=O)N([C@@H](C)CO)C[C@@H]1C
1 | -15% | u | Cc1ccc(Cc2c(-c3ccc(Cl)cc3)nc3cc(C)ccn23)cc1
1 | -9% | -1% | Clc1ccc(-c2nc3c4ccccc4ccn3c2Cc2ccccc2)cc1
-7 | -1% | u | C[C@H]1CN([C@@H](C)CO)C(=O)c2cc(-c3cccc(C(=O)N(C)C)c3)cnc2O[C@H]1CN(C)C(=O)Cc1ccccn1
-19 | -5% | 3% | COc1ccc(Cl)cc1NC(=O)CSc1nc2[nH]ncc2c(=O)[nH]1
-7 | -3% | 16% | COCCCN(C(=O)C1=COCCO1)c1c(N)n(Cc2ccccc2)c(=O)[nH]c1=O
6 | -5% | -4% | O=C(O)c1cc2ccccc2c2c1C(=O)c1ccccc1-2
20 | -14% | 3% | C[C@H]1CN([C@@H](C)CO)C(=O)CCCn2nncc2CO[C@@H]1CN(C)C(=O)Nc1ccc(N2CCCCC2)cc1
-5 | -11% | -7% | C[C@H]1CN([C@@H](C)CO)C(=O)c2cc(Br)cnc2O[C@H]1CN(C)Cc1ccc(Oc2ccccc2)cc1
-2 | -5% | 1% | C[C@@H]1CN([C@H](C)CO)C(=O)CCCn2nncc2CO[C@H]1CN(C)Cc1ccc(O)cc1

A second format for part of the listing above:
Structure | LDHA inh | Pol eta inh | ALOX12 inh
COCCCN(C(=O)C1=COCCO1)c1c(N)n(Cc2ccccc2)c(=O)[nH]c1=O | -7 | -3% | 16%
O=C(O)c1cc2ccccc2c2c1C(=O)c1ccccc1-2 | 6 | -5% | -4%
